Screening data as filed in PubChem BioAssay.
HSP90 refold inh: HSP90 refolding inhibition in rabbit reticulocyte lysate; luciferase refolding luminescence, 3 h; hit rate 0.91% among 290,000; inhibition, % at 5.6 µM;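 active = inhibition above the screen-wide mean plus 3 SD, computed separately per campaign, cut at about 16% in these data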;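 also: 0% = DMSO wells and 100% = 60 µM geldanamycin wells; inhibitors lower the luminescence because luciferase stays unfolded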
GSK3B inh: blocks human GSK3beta kinase activity. hit rate 0.038% among 300,000. P49841. GST-GSK3beta kinase, ADP-Glo luminescence, 60 min; stronger effect = lower value. activity score (negative = inhibition), % at 10 µM;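 active = more than half of replicate wells score below -50%, meaning over 50% inhibition versus plate controls; inconclusive = some replicates but at most half score below -50%; inactive = no replicate scores below -50%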;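 also: 0% = median DMSO wells and -100% = median GW8510 positive control wells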
Target sequence (P49841 whole entry, looked up): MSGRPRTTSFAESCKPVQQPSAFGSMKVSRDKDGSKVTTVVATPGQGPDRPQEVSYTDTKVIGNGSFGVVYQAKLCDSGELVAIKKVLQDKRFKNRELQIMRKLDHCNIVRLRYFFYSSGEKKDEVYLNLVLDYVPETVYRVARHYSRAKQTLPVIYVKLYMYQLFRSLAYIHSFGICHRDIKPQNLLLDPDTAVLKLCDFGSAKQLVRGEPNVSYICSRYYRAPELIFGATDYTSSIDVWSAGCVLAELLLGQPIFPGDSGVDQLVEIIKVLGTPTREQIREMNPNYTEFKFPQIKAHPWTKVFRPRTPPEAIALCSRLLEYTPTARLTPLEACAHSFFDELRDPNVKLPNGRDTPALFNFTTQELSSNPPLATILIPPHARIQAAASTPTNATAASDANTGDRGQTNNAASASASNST
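Test system – GST-tagged human GSK3beta kinase, cell-free · Incubation – 60 min enzyme reaction, room temperature · Signal – ADP-Glo luminescence · Also added – peptide substrate and ATP at 25 µM · Controls – DMSO neutral wells and GW8510 at 20 µM as positive · Buffer or medium – Tris/MgCl2 kinase buffer · Measure – Luminescence-derived activity versus plate DMSO and GW8510 wells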
HSF1 activator: increases HSF-1 driven luciferase reporter signal. NIH3T3-HGL HSF-1 luciferase reporter, MG132, 8 h; 100% = twice DMSO control signal. activation, % at 9 µM. hit rate 1.7% among 300,000. AID 504408;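 active = mean replicate activation of at least 50% with a set share of replicates each reaching 50%; inconclusive = only one of those two conditions met; inactive = mean below 50% and too few replicates reaching it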;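 also: 0% = median of the neutral control wells and 100% = twice that signal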
aSyn 5UTR inh: 5' untranslated region of α-synuclein, MLPCN primary screen. alpha-synuclein 5'UTR reporter, inhibitor activity. hit rate 0.82% among 300,000. inhibition, % (tested at 7.5 µM); in the data active = inhibition above about 60%; inconclusive = no clear call, values can overlap the other calls;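 also: H4 neuroglioblastoma cells stably carrying SNCA 5'UTR luciferase fusion; 0% = DMSO wells and 100% = positive control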
KLF5 inhibitor: suppresses KLF5 promoter-driven expression | AID 1700 | DLD-1 KLF5 promoter-luciferase reporter, luminescence | hit rate 0.23% among 290,000 | inhibition, % at 5 µM;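 active = inhibition above a per-plate limit of that plate's mean compound inhibition plus 3 SD, cut at about 60% in these data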;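 also: 0% = DMSO wells and 100% = LY294002 at 200 µM; higher means less KLF5 promoter-driven luciferase light; inactives centre near -14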
IEC-6 tox: IEC-6 cytotoxicity, counter-screen for KLF5 inhibitors; luminescence viability; inhibition, % at 5 µM; hit rate 0.78% among 290,000; AID 1825; in the data active = inhibition above about 22%;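 also: 0% = plate median of test compound wells and 100% = cytotoxic reference compound wells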
HSF1 inh: HSF1 inhibition; NIH3T3-HGL HSE-luciferase, MG132-induced, luminescence 8 h; stronger effect = lower value; activity change, negative = inhibition, % at 7.5 µM (by protocol); hit rate 0.77% among 300,000;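 active = more than half of replicate wells show activity change below -50%, luminescence cut by over half; inconclusive = some wells, but at most half, below -50%; inactive = no replicate well below -50%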;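 also: luciferase reports HSF-1 transcriptional activity via heat shock element; 0% = median of DMSO wells and -100% = zero luminescence signal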
PolyA inhibitor: yeast polyadenylation inhibition; hit rate 0.02% among 300,000; calls only at 12 µM; AID 1875; S. cerevisiae SKY197-pL101 polyadenylation reporter, beta-gal luminescence; efflux-impaired pdr1/pdr3 knockout yeast; score 100 = 6 SD above DMSO;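 active = lowest replicate activity score at least 50, where 100 means six control SD above control mean; inconclusive = lowest score under 50 but half or more replicates reach 50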;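 also: yeast exposed to compound for 9 h at 30 °C; higher score means more reporter readthrough which indicates perturbed polyadenylation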
AI-2 QS mod: Vibrio harveyi AI-2 quorum sensing modulation; Vibrio harveyi JMH597 AI-2 luminescence/OD600 ratio, 9 h; stronger effect = lower value; strain lacks LuxN and CqsS sensors; 0 = neutral-control median; activity change, % at 7.5 µM; hit rate 0.4% among 300,000; AID 2094; in the data active = activity change below about -75%, passing the limit was not always enough; inconclusive = no clear call, values can overlap the other calls;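 also: luminescence divided by OD600 gain over 9 h not by final OD600 alone; inactives centre near 13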
GSK3A inh: blocks human GSK-3 alpha kinase; ADP-Glo luminescence, 60 min; AID 2650; hit rate 0.1% among 320,000; P49840; inhibition, % at 10 µM;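 in the data active = inhibition above about 50%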;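 also: GST-tagged GSK-3 alpha with peptide substrate and 25 µM ATP; 0% = DMSO neutral wells and 100% = GW8510 positive control wells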
Target sequence (P49840 whole entry, looked up): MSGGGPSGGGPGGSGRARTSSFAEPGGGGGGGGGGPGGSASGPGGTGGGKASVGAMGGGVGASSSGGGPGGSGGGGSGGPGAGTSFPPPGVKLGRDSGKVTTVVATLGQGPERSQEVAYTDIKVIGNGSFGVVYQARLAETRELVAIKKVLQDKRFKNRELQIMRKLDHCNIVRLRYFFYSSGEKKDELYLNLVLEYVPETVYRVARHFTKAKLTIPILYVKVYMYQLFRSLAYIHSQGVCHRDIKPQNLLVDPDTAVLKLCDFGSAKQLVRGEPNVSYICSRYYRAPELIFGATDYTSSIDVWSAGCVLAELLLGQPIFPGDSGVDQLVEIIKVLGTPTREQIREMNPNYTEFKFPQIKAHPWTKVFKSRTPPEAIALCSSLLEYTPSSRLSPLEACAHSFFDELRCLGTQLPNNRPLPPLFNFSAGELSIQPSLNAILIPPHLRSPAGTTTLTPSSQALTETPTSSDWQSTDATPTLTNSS
An asterisk follows results filed as active; i = inactive; ? = inconclusive; · = not tested or not shown. These rows are one share of the data; the hit share may differ from the screen's.

molecule	HSP90 refold inh	GSK3B inh	HSF1 activator	aSyn 5UTR inh	KLF5 inhibitor	IEC-6 tox	HSF1 inh	PolyA inhibitor	AI-2 QS mod	GSK3A inh
COCCCNc1nc(N)c([N+](=O)[O-])c(NCc2ccccc2)n1	4	-1	24	?	-4	-1	6	i	-3	3
Cc1ccsc1C(=O)NC(C)c1ccccc1 (stereo unspecified)	-6	-4	-6	-1	22	-8	1	i	15	-3
O=C1Nc2ccccc2C1(c1ccccc1)c1ccccc1	-2	2	12	-7	-15	-1	3	i	13	-1
CC(C)(C)c1csc(NC(=O)Cc2ccc(S(=O)(=O)N3CCOCC3)s2)n1	·	4	-1	-5	·	·	5	·	21	·
O=C(NCCN1CCCC1)c1ccc(Cn2c(=S)[nH]c3cc4c(cc3c2=O)OCO4)cc1	-3	0	-3	28	-25	-2	3	i	11	2
Cc1cccc(OCc2ccc(C(=O)Nc3cc(C)on3)o2)c1	-4	-2	-11	10	-5	13	-1	i	15	0
CCOc1ccc(S(=O)(=O)NNS(=O)(=O)c2ccc(C)cc2C)cc1	3	-4	11	2	-4	2	-2	i	-3	-5
CCCCNC(=O)c1nn2cc(Br)cnc2c1Br	4	1	12	-13	-15	6	1	i	-6	0
FC(F)(F)c1cc(-c2cccs2)nc(N2CCOCC2)n1	2	2	-4	8	-28	-4	-1	i	10	-4
Cc1cc(NC(=O)c2cc(-c3ccccn3)nc3ccc(Br)cc23)no1	-1	1	7	44	-8	4	12	i	23	-1
O=C(CNCc1ccccc1Cl)Nc1ccc2c(c1)OCCO2	-3	0	41	-117	-119	-12	21	i	9	-2
COc1ccc(N(CC(=O)NC2CCCCC2)C(=O)CNC(=O)c2ccco2)cc1	-2	0	22	13	-27	-2	10	i	16	-1
O=C(CSc1nnc(-c2cccnc2)n1-c1ccc(F)cc1)NCc1ccc2c(c1)OCO2	-1	-4	-2	9	1	0	3	i	4	-6
COc1cc(/C=C/C(=O)Nc2cc(S(=O)(=O)N3CCOCC3)ccc2N2CCCC2)cc(OC)c1OC	2	0	-2	14	5	0	0	i	8	-2
COc1ccc2nc(SCC(=O)Nc3ccc4c(c3)OCCO4)[nH]c2c1	12	-2	-59	-63	-5	7	-53*	i	8	1
CCCc1c(C)nc(N2CCN(c3ccc(F)cc3)CC2)[nH]c1=O	-3	3	-10	-22	-20	1	-8	i	22	2
COc1ccc(-c2noc(CSc3nc(N)cc(=O)[nH]3)n2)cc1	-3	2	-7	14	-40	-8	-6	i	-2	-3
CCNC(=S)SCCOc1ccccc1C	4	0	22	4	-22	-5	2	i	-1	0
CC(C)c1cccc(OCCN2CCCC2)c1	3	2	-6	9	-45	2	-10	i	3	-2
O=C(CSc1ccc(Br)cc1)Nc1ccc(N2CCOCC2)cc1	·	2	0	7	·	·	3	i	12	0
Cc1ccc(-c2ccc(=O)n(CC(=O)N3CCN(c4cccc(C)c4)C(C)C3)n2)cc1 (stereo unspecified)	5	1	2	14	-30	6	1	i	25	1
O=C(NC12CC3CC(CC(C3)C1)C2)c1ccc(N2CCNCC2)c([N+](=O)[O-])c1	-1	0	14	-34	-14	-3	7	i	16	-2
CN1CCN(c2nc(-c3cccc([N+](=O)[O-])c3)nc3ccccc23)CC1	0	-1	11	23	1	8	2	i	5	0
COc1ccc(-c2nc(CS(=O)(=O)CC(=O)NCc3ccccc3Br)c(C)o2)cc1	3	1	23	10	-1	-8	9	i	7	-3
O=C(NCc1ccc(Cl)cc1)C1CCC(CNS(=O)(=O)c2ccccc2)CC1 (stereo unspecified)	2	1	8	19	-4	1	2	i	10	-3
Cc1ccc2c(c1)CCCN2C(=O)c1ccoc1C	5	0	11	-12	-18	4	11	i	21	-2
CC(C)c1nc(N2CCOCC2)c(C#N)c2c1COC(C)(C)C2	-3	5	-2	41	-7	-2	1	i	11	0
Cc1cc2ncn(C(=O)c3ccc(F)cc3)c2cc1C	0	2	-1	10	-12	2	-6	i	2	0
COc1ccc(OC)c(C(=O)c2ccc(Cl)cc2)c1	0	-2	1	10	-24	-3	-1	i	16	-2
NC(N)=NCC(O)CN(c1ccccc1)c1ccccc1 (stereo unspecified)	5	-18	17	22	7	8	1	i	10	2
NS(=O)(=O)c1ccc(NC(=O)CN2CCN(S(=O)(=O)/C=C/c3ccccc3)CC2)cc1	1	2	-11	18	3	-1	3	i	15	-1
COCCSc1nnc(NC(=O)C2CCCCC2)s1	-1	0	3	-63	-73	7	5	i	31	-2
CCCN(CCC)S(=O)(=O)c1ccc(N2CCCC2=O)c([N+](=O)[O-])c1	-1	0	-4	11	13	2	-2	i	-5	0
CCN1CCN(c2nc3ccccn3c(=O)c2/C=C(\C#N)S(=O)(=O)c2ccccc2)CC1	1	3	13	9	-23	1	-3	i	11	5
Cc1nnc(N/N=C/c2ccccc2F)n1N	4	1	38	-25	-17	-5	15	i	20	0
COc1cccc(CC2(CO)CCCN(Cc3ccc4c(c3)OCCO4)C2)c1 (stereo unspecified)	6	2	16	18	2	8	0	i	-7	·
CCCCOC(=O)c1ccc(NC(=O)c2cnccn2)cc1	-3	4	16	-26	-5	-3	10	i	-41	-1
Cc1cnc(C(=O)OCC(=O)c2cccc3ccccc23)cn1	·	3	1	-1	·	·	-4	i	-33	·
O=C1c2cccc3c([N+](=O)[O-])ccc(c23)C(=O)N1c1nccs1	4	4	41	20	-16	8	20	i	3	-1
O=C(COc1ccc(S(=O)(=O)N2CCOCC2)cc1Cl)NC1CC1	-4	·	33	-2	-6	7	-7	i	·	0
CCOC(=O)Cc1ncccc1C(=O)Nc1ccc(OC(F)(F)F)cc1	2	0	15	-14	-29	-2	5	i	20	-5
COc1cc(OC)c2c(-c3ccccc3)cc(=O)oc2c1C(CCN1CCCC(C)C1)c1ccc(N(C)C)cc1 (stereo unspecified)	·	1	-12	0	·	·	-1	i	3	-1
O=C(NC(=S)Nc1ccc(S(=O)(=O)Nc2nccs2)cc1)c1ccccc1	1	-1	0	15	-9	7	1	i	11	-2
CCCCSCCCNC(=O)Nc1cccc(OC)c1	12	1	3	4	-15	0	-6	i	5	-8
COc1cc(OC)cc(C(=O)N[C@H](C(=O)Nc2ccc3c(c2)OCO3)C(C)C)c1	-2	0	20	16	-22	-4	0	i	9	0
Cc1ccc(N2C(=O)CCC2(C(N)=O)c2ccccc2)cc1 (stereo unspecified)	1	2	-12	-25	7	1	1	i	18	-2
CCOC(=O)N1CCN(C(=O)COC(=O)c2ccc(S(=O)(=O)N(CC)CC)cc2)CC1	·	5	23	-12	·	·	-1	i	3	-2
Cc1ccccc1NC(=O)N1CCN(c2ncccn2)CC1	5	2	-2	-9	1	-3	0	i	12	·
O=C(NCc1ccccc1)c1cccc(COc2ccccc2Cl)c1	17*	1	-52	-87	-150	-6	-38	i	18	-9
CC(C)CCNC(=O)CCCc1ccccc1	3	-4	13	-3	8	1	2	i	14	-2
CCOc1cc(N2CCOCC2)c(OCC)cc1NC(=O)Cc1cccc(OC)c1	-1	0	23	28	4	4	7	i	6	-2
Nc1ncc2c(n1)-c1cc(Cl)ccc1SC2	-2	1	-2	-8	-15	0	-4	i	14	·
CC(=O)c1cccc(Nc2nc(-c3sc(C)nc3C)cs2)c1	-2	1	9	-43	-16	-4	5	i	10	2
CCOc1cc(S(=O)(=O)N2CCN(S(=O)(=O)CC)CC2)c(OCC)cc1-n1cnnn1	-4	-3	16	29	-17	-8	-4	i	16	-4
COc1ccc(CNC(=O)CCSCc2ccccc2C)cc1	2	0	-4	18	-20	-2	-7	i	14	2
Cc1cccc(N2C(=O)C3C4CC(C(Br)C4Br)C3C2=O)n1 (stereo unspecified)	2	-2	-7	5	3	5	-2	i	25	·
CCN1/C(=C2\OC(=S)N(C)C2=O)C=Cc2ccccc21	2	0	6	8	7	-5	-4	i	20	0
COc1ccc(Cc2nc(C)cc(Cl)n2)cc1[N+](=O)[O-]	0	2	3	-3	-3	4	-3	·	-43	2
O=C(CCCOc1ccccc1)Nc1ccc2c(c1)OCCO2	-1	1	23	-16	-23	-4	11	i	5	-2
Cc1nc(C)c(C(=O)C2=C(O)C(=O)N(CCN3CCOCC3)C2c2cccnc2)s1 (stereo unspecified)	-2	0	11	7	2	-3	-2	i	47	-1

Other records
molecule	HSP90 refold inh	GSK3B inh	HSF1 activator	aSyn 5UTR inh	KLF5 inhibitor	IEC-6 tox	HSF1 inh	PolyA inhibitor	AI-2 QS mod	GSK3A inh
COc1ccc(NC(=O)C2CC2)cc1NS(=O)(=O)c1ccc(F)cc1	4	0	7	23	-71	0	1	i	20	-3
CC(C)NC(=O)COc1coc(CN2CCN(Cc3ccccc3)CC2)cc1=O	0	2	-16	9	-24	6	-2	i	9	7
Cc1cc(=O)oc(C)c1C(=O)Nc1cccc2ccccc12	4	-1	7	13	-19	-1	-4	i	5	3
COCCNC(=O)c1c(N)n(/N=C/c2ccc(F)cc2)c2nc3ccccc3nc12	0	1	7	-11	-7	-2	7	i	14	9
CC1=Nn2c(nnc2-c2ccc(F)cc2)SC1	2	-24	30	-9	-11	2	-2	i	6	22
O=C(N/C=C/c1ccco1)Nc1cccc(Cl)c1	9	-24	9	-23	-12	-3	-4	i	14	-1
Oc1ccc(N=Cc2ccc(O)c(O)c2)cc1	0	-6	49	22	-8	-8	42	i	33	7
Cc1ccccc1-c1nc(CS(=O)CC(=O)NCCCN(C)c2ccccc2)c(C)o1 (stereo unspecified)	-3	1	22	10	5	-2	0	i	31	-4
S=C1CCC(c2ccc(Cl)cc2)=NN1c1ccccc1	0	2	-23	11	-13	-2	-7	i	-39	-5
Cc1onc(-c2ccccc2)c1C(=O)N/N=C/c1ccc([N+](=O)[O-])s1	0	1	6	20	-6	4	6	i	?	1
COc1ccccc1C(=O)NC(CCSC)C(=O)OC(C)C(=O)NC1CC1 (stereo unspecified)	·	0	-1	1	·	·	4	i	16	-2
O=C(Nc1nnc(Cc2ccccc2)s1)Nc1ccccc1F	11	1	4	-103	-34	11	8	i	-20	-1
Cn1c(SCC(=O)Nc2ccccc2F)nnc1-c1cccnc1	-4	0	1	-30	8	-11	-8	i	18	-1
O=S(=O)(c1ccccc1)c1nc(-c2ccco2)oc1NCCCN1CCOCC1	1	1	-3	-8	-28	-7	2	i	12	0
